Giardia kill – Small Molecules that selectively kill Giardia lamblia: qHTS; 340,000 tested, 0.15% active; activity change, % at 7.66 µM, hits read low; Giardia lamblia trophozoite viability; AID 540267, 2011; in the data active means activity change below about -80%; inconclusive means between about -30% and that limit;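 further: parasites exposed to compound for two days anaerobically before the ATP read; on the % scale 0 is the no-effect control and ±100 the full control effect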
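Luminescent ATP signal served as the viability read-out, measured 15-30 min after adding ATP detection reagent to trophozoites that had been incubated with compounds for 48 hrs at 37 deg C anaerobically at 100 cells/well.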
Menin-MLL TR inh – qHTS Assay for Inhibitors Targeting the Menin-MLL Interaction in MLL Related Leukemias: Competition With Texas Red Labeled MLL-derived Mutant Peptide. Menin + Texas Red MLL mutant peptide, fluorescence polarization. 270,000 tested, 0.23% active. AID 1768, 2009. Potency, µM (top dose mostly 61.6 µM), without a hit: top-dose FP activity change, negative = inhibition, usual class: inhibitors. O00255; active means well fitted inhibition curve with a large enough effect in the polarisation, with a control signal flat, not every such curve was filed as active; inconclusive means small, poorly fitted or top-dose-only effect, or effect the other way, or a change in a side signal; inactive means no such curve, though single readings can be large or run the other way; the % refers to the polarisation; further: potency means the concentration at half of the fitted maximal effect; % of control where 0% means no effect; many of its hits are not listed in these tables
USP2a inh – qHTS Assay for Inhibitors of Ubiquitin-specific Protease USP2a Using CHOP2 as the Reporter; Ubiquitin carboxyl-terminal hydrolase 2 (Homo sapiens), O75604; USP2 core, Ub-CHOP2 coupled fluorogenic reporter, 485/531; Potency, µM (doses to about 38.3 µM), without a hit: at the highest dose activity change, negative = inhibition, most hits filed as inhibitors; 330,000 tested, 0.01% active; AID 463254, 2010;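 further: potency means the concentration at half of the fitted maximal effect; plate controls were DMSO wells for no effect and full inhibition by NEM control for full effect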
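Cell-free coupled assay: 10nM USP2 core preincubated 30min RT with compound in Tris-HCl pH 8.0/CaCl2/CHAPS buffer, then 25nM Ub-CHOP2 and 25nM reporter substrate; fluorescence (Ex 485/Em 531) read after 60min RT, normalized to NEM inhibition, concentration-response curves fitted.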
PKM2 activator – qHTS Assay for Activators of Human Muscle isoform 2 Pyruvate Kinase; Pyruvate kinase PKM (Homo sapiens), P14618; purified PKM2, Kinase-Glo ATP luminescence, activation; response scale: 0% is enzyme alone, no compound; Potency, µM (highest dose often 57.5 µM), without a hit: top-dose activation, hits mostly activators; 260,000 tested, 0.34% active; AID 1631, 2009; further: potency means the concentration at half of the fitted maximal effect; on the % scale 0 is the no-effect control and ±100 the full control effect; nearly all actives have a fitted effect of over 55% in size
Target sequence (P14618 whole entry, looked up, canonical isoform): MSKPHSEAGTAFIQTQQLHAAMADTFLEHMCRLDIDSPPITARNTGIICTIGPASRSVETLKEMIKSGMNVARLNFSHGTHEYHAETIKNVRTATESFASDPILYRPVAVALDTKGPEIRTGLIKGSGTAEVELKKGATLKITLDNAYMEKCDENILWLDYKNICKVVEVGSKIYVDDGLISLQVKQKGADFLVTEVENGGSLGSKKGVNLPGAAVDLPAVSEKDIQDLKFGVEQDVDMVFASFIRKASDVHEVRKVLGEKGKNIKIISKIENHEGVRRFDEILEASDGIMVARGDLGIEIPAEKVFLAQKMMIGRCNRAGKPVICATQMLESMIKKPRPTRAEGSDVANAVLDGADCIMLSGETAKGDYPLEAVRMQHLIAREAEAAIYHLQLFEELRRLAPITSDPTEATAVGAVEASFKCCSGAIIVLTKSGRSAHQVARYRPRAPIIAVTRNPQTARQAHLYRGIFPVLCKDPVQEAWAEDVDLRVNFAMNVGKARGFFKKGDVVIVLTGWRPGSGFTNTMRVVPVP
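Kinase-Glo luminescence reports ATP generated from ADP (0.1 mM) and PEP (0.5 mM) by purified hPK-M2 after 1 h at room temperature, pH 7.2 imidazole buffer; intermediate enzyme activity allows detecting inhibitors and activators.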
TRPV1 agonist – HTS Assay for Compounds that Act as Agonists of the Vanilloid Receptor 1; Transient receptor potential cation channel subfamily V member 1 (Homo sapiens), Q8NER1; TRPV1-expressing cells, Fluo-8 calcium influx, agonist mode; activation, % at 8.33 µM; 320,000 tested, 0.19% active; in the data active means activation above about 80%; inconclusive means between about 30% and that limit; further: 0% is about no effect
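Cells expressing TRPV1 were dye-loaded with Fluo-8 and read kinetically: 10 s baseline, 3 min after compound (agonist portion), then 2 min after EC20 capsaicin (allosteric enhancer portion). Calcium-bound dye fluorescence at 480/520 nm.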
Coupling enz – qHTS Assay for Inhibitors of Fructose-1,6-bisphosphate Aldolase from Giardia Lamblia: Coupling assay counterscreen; 290,000 tested, 0.67% active; coupling enzyme system counterscreen, AmpLite Red fluorescence; activity change, negative = inhibition, % at 58.2 µM, hits read low; in the data active means activity change below about -30%; further: on the % scale 0 is the no-effect control and ±100 the full control effect
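Activity here indicates interference with the coupling reaction, not aldolase inhibition. Compounds at 57.5 uM final met coupling enzymes for 10 min at RT; substrate and AmpLite Red detection followed, with a 525/598 nm fluorescence read after 20 min.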
hERG WT inh – qHTS for Inhibitors of KCHN2 3.1: Wildtype qHTS | Voltage-gated inwardly rectifying potassium channel KCNH2 (Homo sapiens), Q12809 | U2OS, BacMam KCNH2, thallium flux FluxOr; hits give low values | activity change, % at 1.84 µM | AID 720551, 2013 | 340,000 tested, 0.37% active;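 active means maximum activity change below -70%; inconclusive means maximum activity change between -70% and -50%; inactive means maximum activity change above -50%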; further: on the % scale 0 is the no-effect control and ±100 the full control effect
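U2OS cells were transduced with wild-type KCNH2 virus (2.03 x 10^8 / mL) for 4 h at room temperature, then cultured overnight at 37 C. Thallium flux was read with FluxOr dye. Rate constants were normalized to DMSO controls.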
B2AR arrestin – qHTS assay of beta-arrestin-biased ligands of beta2-adrenergic receptor | beta-arrestin recruitment to beta2AR, cell-based reporter | Potency, µM (titrated, usually from 46.1 µM), without a hit: top-dose activation, most hits filed as activators | 330,000 tested, 0.02% active | AID 492947, 2010;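 further: potency means the concentration at half of the fitted maximal effect; 0% = DMSO controls and full agonism = EC100 isoproterenol or metaproterenol; nearly all actives have a fitted effect of over 65% in size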
Target sequence (P07550 whole entry, looked up): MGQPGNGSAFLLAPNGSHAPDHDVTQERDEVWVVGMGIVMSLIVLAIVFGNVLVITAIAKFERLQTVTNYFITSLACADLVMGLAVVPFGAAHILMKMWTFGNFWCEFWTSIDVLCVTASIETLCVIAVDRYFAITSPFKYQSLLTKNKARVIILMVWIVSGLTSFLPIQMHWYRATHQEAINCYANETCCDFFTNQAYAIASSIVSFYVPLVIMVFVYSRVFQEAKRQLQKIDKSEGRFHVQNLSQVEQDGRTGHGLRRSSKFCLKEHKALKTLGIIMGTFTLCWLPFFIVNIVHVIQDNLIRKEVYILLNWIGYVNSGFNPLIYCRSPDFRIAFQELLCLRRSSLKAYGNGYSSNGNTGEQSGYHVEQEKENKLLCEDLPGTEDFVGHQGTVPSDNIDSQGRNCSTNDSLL
GALK inh – qHTS Assay for Inhibitors of Human Galactokinase (GALK); P51570; Purified GALK, Kinase-Glo residual ATP luminescence; 270,000 tested, 0.007% active; Potency, µM (doses to about 57.5 µM), for inactives: top-dose activity change, negative = inhibition, actives largely listed as inhibitors; further: potency means the concentration at half of the fitted maximal effect; on the % scale 0 is the no-effect control and ±100 the full control effect
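Compounds were pin-transferred into ATP buffer (35 uM final), then GALK plus galactose (5 nM, 100 uM final) was added. After 1 h at room temperature, Kinase-Glo Plus was added and luminescence read after 10 min.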
CXXC DNA block – qHTS Fluorescence Polarization Assay for Inhibitors of MLL CXXC domain - DNA interaction; AID 2662, 2010; 290,000 tested, 0.037% active; MLL-CXXC / FITC-HOXA9 DNA fluorescence polarization; Potency, µM (top dose mostly 115 µM), for inactives: at the highest dose activity change, negative = inhibition, actives largely listed as inhibitors; active means well fitted inhibition curve with a large enough effect in the polarisation, with a control signal flat, not every such curve was filed as active; inconclusive means small, poorly fitted or top-dose-only effect, or effect the other way, or a change in a side signal; inactive means no such curve, though single readings can be large or run the other way; the % refers to the polarisation; further: potency means the concentration at half of the fitted maximal effect
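Fluorescence polarization: 7 uM MLL-CXXC (stock) preincubated 5 min with compounds, then 50 nM fluorescein-HOX-A9 DNA (stock) added; 30 min ambient. Buffer 50 mM Tris-HCl pH 7.5, 50 mM NaCl, 1 mM DTT, 0.05% BSA.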
KCNH2 3.1 inh – qHTS for Inhibitors of KCHN2 3.1: Mutant qHTS; Potassium voltage-gated channel subfamily H member 2, brain isoform KCNH2 3.1 (human); U2OS KCNH2 3.1, thallium flux FluxOr; hits give low values; activity change, % (tested at about 1.8 µM); 340,000 tested, 0.95% active;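 active means maximum activity change below -70%; inconclusive means maximum activity change from -70% to -50%; inactive means maximum activity change above -50%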;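 further: thallium influx rate constant from kinetic fluorescence after stimulation buffer; on the % scale 0 is the no-effect control and ±100 the full control effect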
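Kinetic fluorescence (2 min after stimulation buffer) measures Tl+ influx through KCNH2 3.1 expressed by viral transduction in U2OS cells; the rate constant is normalized against DMSO controls serving as positive and negative references.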
* = called active by the depositor; i = inactive; ? = inconclusive; nt = no result given; [ ] = remark or other dose. Unless noted, the call rests on the fitted dose curve; in most records, active means well fitted curve in the direction sought with a large enough effect; inconclusive means small, poorly fitted or top-dose-only effect, or another doubt; inactive means no such curve, though single readings can be large; an effect the other way counts as inactive or inconclusive.

SMILES	Giardia kill	Menin-MLL TR inh	USP2a inh	PKM2 activator	TRPV1 agonist	Coupling enz	hERG WT inh	B2AR arrestin	GALK inh	CXXC DNA block	KCNH2 3.1 inh
O=S1(=O)N=C(Nc2ccc(O)c(CN3CCCCC3)c2)c2ccccc21	-6	1%	0%	-5%	23	0	-6	-2.6%	0%	-7%	-2
Cc1cc(NC(=O)COC(=O)c2ccccc2Cl)no1	17	nt	5%	nt	nt	nt	4	0.0%	nt	nt	-31
CC(=O)c1ccc(S(=O)(=O)Nc2ccc(C(=O)NCC(c3ccccc3)N(C)C)cc2)cc1 (stereo unspecified)	18	0%	7%	-38%	-2	2	22	0.3%	-2%	4%	-12
CC(C)Oc1ccc(NC(N)=O)cc1	-9	6%	0%	-4%	-4	-1	-2	-0.4%	2%	8%	2
CN(C)C(=O)c1cc(-c2ccccc2)no1	3	0%	1%	1%	3	0	-11	0.1%	8%	7%	12
CC1(C)NC(=O)N(CC(O)CN2CCCCC2)C1=O (stereo unspecified)	-1	6%	3%	-1%	1	0	8	-0.1%	0%	6%	35
COc1ccc(N2CCN(C(=O)c3ccc(N4CCCCS4(=O)=O)cc3)CC2)cc1	0	-3%	-1%	6%[0.46 µM]	0	-2	21	0.1%	8%	-6%	4
CC(=O)N1CCN(c2ccccc2NC(=O)c2cccc3c(Cl)cccc23)CC1	-11	-14%	2%	nt	10	1	-13	0.1%	nt	1%	-6
O=C(CSc1nc(-c2ccco2)cc(C(F)(F)F)n1)NCCCn1ccnc1	15	-5%	1%	0%	7	3	21	-0.5%	0%	-2%	1
Nn1c(SC/C=C/c2ccccc2)nnc1-c1cccnc1	-1	0%	-1%	-14%	4	7	-13	0.2%	-4%	3%	-3
CCC(=O)c1ccc(OCC(O)Cn2nc(C)c(C(C)=O)c2C)cc1 (stereo unspecified)	21	-13%	4%	4%	-1	0	-2	0.4%	10%	8%	5
CC12CCC(=O)N1C(C(=O)NCCN1C(=O)S/C(=C\c3ccccc3F)C1=O)CS2 (stereo unspecified)	25	nt	3%	nt	0	nt	-5	-0.2%	nt	nt	1
O=c1cc(CSc2nnc(COc3cccc4ccccc34)o2)c2ccccc2[nH]1	8	nt	2%	-6%	1	-1	-8	3.1%	1%	3%	-24
Cc1cccc(-n2cnc(C(=O)O)c2)n1	15	-14%	5%	-2%	1	6	-4	-0.1%	7%	7%	4
COCCOC1CCN(C(=O)C2CCC(=O)N(CCc3ccc(OC)cc3)C2)CC1 (stereo unspecified)	?	5%	3%	nt	-6	1	-3	0.4%	-5%	46%[activator]	12
COc1cccc(NC(=O)C(NC2CCCC2)c2ccccc2)c1 (stereo unspecified)	-19	?	-3%	11%	-4	1	7	-0.2%	0%	-6%	0
COc1cccc(S(=O)(=O)N2CCN(C(=O)c3ccco3)CC2)c1	-16	19%	1%	?	-2	7	-1	-1.2%	0%	0%	3
Cc1sc2ncn3c(C)nnc3c2c1C	9	-16%	0%	10%	0	1	-1	0.3%	4%	-2%	-3
O=C(Nc1nnc(-c2ccncc2)o1)c1ccccc1	-27	-10%	-1%	-1%	-9	1	-6	-0.6%	0%	-9%	6
O=C(Nc1nnc(C2CC2)s1)c1ccco1	-24	-1%	-1%	-5%	-1	-3	-6	0.2%	4%	-5%	-14
COCCCNC(=O)C[C@H]1C[C@H](C(=O)N2CCCCC2)[C@@]2(C)c3[nH]c4cc(-c5ccco5)ccc4c3CCN2C1=O	-9	nt	2%	nt	nt	nt	-22	-0.1%	nt	nt	5
CCCCc1nc2cc(C(=O)N(C)C3CCOCC3)ccc2o1	17	-7%	0%	-1%	3	3	-1	-0.3%	-3%	3%	18
O=C(Cc1ccc([N+](=O)[O-])cc1)OCc1c(F)cccc1Cl	5	-7%	1%	1%	?	0	17	-0.2%	-1%	-5%	-13
CCCCOc1ccc(C(=O)NCC(=O)NC2CC2)cc1	5	nt	1%	nt	8	nt	12	0.2%	nt	nt	-8
Cc1ccc(CONC(=O)c2ccccc2)cc1	15	nt	0%	-10%	?	-4	-4	-0.1%	-1%	-7%	6
COc1ccc(N2C(=NC(=O)CC3CCCCC3)SC3CS(=O)(=O)CC32)cc1 (stereo unspecified)	-2	27%	-1%	nt	4	3	-3	0.0%	-5%	-7%	11
CN(C)C(=S)Nc1ccc2c(c1)OCCO2	3	nt	1%	-3%	nt	3	-7	0.1%	8%	6%	-6
Cc1noc(C(=O)Nc2ccc3c(c2)OCO3)c1Cl	7	-4%	1%	-5%	28	-3	-5	-0.2%	-2%	-3%	22
O=S(N1CCc2ccccc21)C12CC3CC(CC(C3)C1)C2 (stereo unspecified)	2	?	-1%	2%	11	8	-15	-0.1%	-1%	-1%	-4
COc1ccc(NCc2cc(=O)oc3cc(NC(C)=O)ccc23)cc1	4	?	3%	nt	-1	0	-6	0.5%	nt	-17%	0
COc1ccc(CC(=O)NC(C)c2nnc(SCc3nc4ccccc4c(=O)[nH]3)n2C)cc1 (stereo unspecified)	-5	-3%	2%	-6%	-1	1	-3	0.4%	-2%	-1%	-1
Cc1cc2oc(=O)cc(Cn3ccnc3)c2cc1C	-8	0%	1%	6%	-1	1	3	0.2%	0%	1%	13
Cc1cc(C)c(C)c(S(=O)(=O)NCc2cccnc2)c1C	-23	0%	-7%	2%	2	-1	0	-0.1%	1%	-2%	4
CC(C)(C)NC(=O)CN(C(=O)Cn1nnc(-c2ccccc2F)n1)c1cccc2c1CCCC2	6	1%	2%	1%	11	-1	-7	-0.8%	-1%	3%	2
O=S(=O)(c1ccc2c(c1)OCCO2)N1CCC(c2nc3ccc(Cl)cc3[nH]2)CC1	27	9%	-1%	-7%	-1	-2	-47	0.1%	-3%	27%	-34
S=c1[nH]nc(C2COc3ccccc3O2)o1 (stereo unspecified)	-1	6%	0%	-6%	1	2	-4	0.2%	3%	-3%	1

An excerpt from above in order of the GALK inh value, falling.
| SMILES | GALK inh |
| --- | --- |
| CN(C)C(=O)c1cc(-c2ccccc2)no1 | 8% |
| O=C(Nc1nnc(C2CC2)s1)c1ccco1 | 4% |
| COc1ccc(CC(=O)NC(C)c2nnc(SCc3nc4ccccc4c(=O)[nH]3)n2C)cc1 (stereo unspecified) | -2% |

Later entries
SMILES	Giardia kill	Menin-MLL TR inh	USP2a inh	PKM2 activator	TRPV1 agonist	Coupling enz	hERG WT inh	B2AR arrestin	GALK inh	CXXC DNA block	KCNH2 3.1 inh
Cc1ccc(NC(=S)NCc2ccc(S(N)(=O)=O)cc2)c(C)c1	2	2%	2%	2%	1	-1	0	-1.1%	1%	-6%	3
COc1ccc(OC)c(Nc2cc(C)c3ccccc3n2)c1	-14	?	7%	0%	9	-2	2	-0.2%	-4%	-1%	-5
Cc1c(C(=O)O)cccc1-c1ccc(/C=C2/NC(=O)N(c3ccccc3)C2=O)o1	2	12%	0%	-4%	1	-4	3	0.2%	-2%	-9%	-15
SC(COCc1ccccc1)CN1CCN(Cc2ccc3c(c2)OCO3)CC1 (stereo unspecified)	6	-42%	0%	23%	-2	-2	i	-0.3%	0%	9%	-1
CN(C)c1ccc(C2/C(=C(/O)c3ccccc3)C(=O)C(=O)N2CCCC(=O)O)cc1 (stereo unspecified)	5	nt	-2%	-7%	-2	4	0	-0.2%	-1%	-2%	-20
Nc1nc(N)nc(-c2cc(C(F)(F)F)ccc2Cl)n1	-3	nt	1%	nt	-1	nt	-5	0.2%	nt	nt	2
Cc1cc(N2C(=O)C(O)=C(C(=O)c3ccco3)C2c2ccc([N+](=O)[O-])cc2)no1 (stereo unspecified)	3	nt	1%	10%	1	nt	-4	-0.7%	-4%	4%	11

An excerpt; the hit share may differ from the screen's.
